GLP1R cytotox: qHTS of GLP-1 Receptor Inverse Agonists: Cytotox Screen | HEK293 cAMP-luciferase reporter cells, luminescence, 24 h | AID 624418, 2012 | Potency, µM (series often up to 38.3 µM), for inactives: top-dose activity change, negative = inhibition, actives largely listed as inhibitors | 410,000 compounds, 0.13% hits;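 also: loss of luciferase light is scored as toxicity; potency is read from the fitted curve at half-maximal effect; % is scaled to controls: 0 for no effect and ±100 for the full control effect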
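A 23 nL compound transfer followed 12 hours of cell culture at 37 deg C; exposure then lasted 24 hr. Luciferase assay detection reagent was dispensed and plates read for luminescence after a 12 min room-temperature wait.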
DRD3 agonist: qHTS of D3 Dopamine Receptor Agonist: qHTS | D(3) dopamine receptor (Homo sapiens), P35462 | D3R DiscoveRx beta-arrestin cells, luminescence, 90 min | max activation, % | 410,000 compounds, 0.58% hits | AID 652048, 2013; in the data active = max activation above about 30%; also: 0% is about no effect; mostly tested at two doses, the higher about 12 µM
Target sequence (P35462 whole entry, looked up): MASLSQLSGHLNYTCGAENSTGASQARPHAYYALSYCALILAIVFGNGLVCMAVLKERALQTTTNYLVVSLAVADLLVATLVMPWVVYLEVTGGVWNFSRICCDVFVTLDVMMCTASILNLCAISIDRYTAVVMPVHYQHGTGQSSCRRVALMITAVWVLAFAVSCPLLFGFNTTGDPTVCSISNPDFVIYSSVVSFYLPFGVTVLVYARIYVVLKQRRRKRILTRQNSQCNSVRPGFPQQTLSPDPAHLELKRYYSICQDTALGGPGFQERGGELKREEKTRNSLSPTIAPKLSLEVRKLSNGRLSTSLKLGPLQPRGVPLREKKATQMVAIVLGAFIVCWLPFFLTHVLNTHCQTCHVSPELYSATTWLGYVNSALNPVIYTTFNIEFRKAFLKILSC
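Agonist-mode cell screen: cells plated at 1500/well and incubated overnight at 37 °C, then exposed to library compounds for 90 min at 37 °C. Detection reagent was added for 30–60 min at room temperature, and luminescence was read.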
KB-3-1 tox: qHTS assay for MDR1-selective chemotherapeutics: Primary screen using the parental adenocarcinoma cell KB-3-1. KB-3-1 viability, CellTiter-Glo ATP luminescence, 72 h. Potency, µM (doses to about 46.1 µM), for inactives: at the top dose activity change, negative = cytotoxic, actives largely listed as cytotoxic. 400,000 compounds, 1.4% hits; also: potency is read from the fitted curve at half-maximal effect; % is scaled to controls: 0 for no effect and ±100 for the full control effect; nearly all actives have a fitted effect of over 60% in size
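Screening of KB-3-1 cells (DMEM, 10% FBS, phenol-red free) ran from lowest to highest compound concentration; after 72 h at 37 °C viability was read luminescently and curves fitted.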
IL-1B inflam inh: qHTS for Inhibitors of Inflammasome Signaling: IL-1-beta AlphaLISA Primary Screen. activity change, % at 57.5 µM. AID 743279, 2014. THP-1 LPS/ATP IL-1B secretion, AlphaLISA, 16 h; hits give low values. 360,000 compounds, 4.7% hits; in the data active = activity change below about -50%; inconclusive = mostly about -30% to -49%; also: % is scaled to controls: 0 for no effect and ±100 for the full control effect
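THP-1 cells pretreated 1 hr with compounds (up to 57.5 uM final), then stimulated with LPS (250 ng/mL final) plus ATP (1.25 mM final); secreted IL-1B measured by AlphaLISA after 16 hr, decreased signal indicating inhibition.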
MCF10A rerep: A quantitative high throughput screen for small molecules that induce DNA re-replication in MCF 10a normal breast cells; MCF 10A DNA re-replication, Hoechst nuclear intensity, 48 h; Potency, µM (top dose mostly 46.1 µM), inactives show at the top dose activity, positive = re-replication, most hits filed as activators; 350,000 compounds, 2.9% hits; AID 624296, 2012; also: potency is read from the fitted curve at half-maximal effect; % of control where 0% means no effect; nearly all actives have a fitted effect of over 50% in size
HT1080 IDH1KD tx: qHTS for induction of synthetic lethality in tumor cells producing 2HG: qHTS for the HT-1080-IDH1KD cell line; HT-1080 IDH1 knockdown viability, ATP luminescence, 48 h; Potency, µM (titrated, usually from 46.1 µM), without a hit: at the top dose activity, negative = toxicity, actives largely listed as cytotoxic; 360,000 compounds, 2% hits; AID 686971, 2013;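 also: potency is read from the fitted curve at half-maximal effect; 0% = DMSO wells and -100% = cell-free medium wells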
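Viability of IDH1-knockdown HT-1080 fibrosarcoma cells was assessed by CellTiter-Glo after 48 h at 37 °C with titrated compound; concentration-effect curves were classified by fit quality and response size.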
KB-V1 cytotox: qHTS assay for MDR1-selective chemotherapeutics: Primary screen using the drug-selected MDR subline cells KB-V1; Potency, µM (titrated, usually from 46.1 µM), for inactives: at the top dose activity change, negative = cytotoxicity, usual class: cytotoxic; 400,000 compounds, 3.4% hits; KB-V1 MDR cells viability, CellTiter-Glo, 72 h; also: potency is read from the fitted curve at half-maximal effect; % is scaled to controls: 0 for no effect and ±100 for the full control effect; nearly all actives have a fitted effect of over 60% in size
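KB-V1, DMEM (no phenol red) + 10% FBS; cpd pin-transferred, titration series; 72 h, 37 degrees C; CellTiter-Glo, luminescence. Data normalized, curve-fit.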
HT1080-NT tox: qHTS for induction of synthetic lethality in tumor cells producing 2HG: qHTS for the HT-1080-NT fibrosarcoma cell line | HT-1080-NT fibrosarcoma viability, CellTiter-Glo ATP luminescence, 48 h | Potency, µM (highest dose often 46.1 µM), without a hit: at the top dose activity, negative = less viability, hits mostly cytotoxic | AID 686970, 2013 | 360,000 compounds, 1.6% hits;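 also: NT is the 2HG producing partner of a matched IDH1 knockdown line; potency is read from the fitted curve at half-maximal effect; 0% = DMSO-treated cells and -100% = media-only wells without cells; nearly all actives have a fitted effect of over 55% in size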
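HT-1080-NT fibrosarcoma cells (2HG-overproducing), 750 cells/well in RPMI with 5% FBS, dosed after 2 h and incubated 48 h at 37C. CellTiter-Glo luminescence normalized to DMSO and no-cell wells; concentration-response curves fitted and classed.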
SW480 rereplic: A quantitative high throughput screen for small molecules that induce DNA re-replication in SW480 colon adenocarcinoma cells. SW480 DNA re-replication, Hoechst DNA content imaging, 48 h. Potency, µM (series often up to 46.1 µM), inactives show top-dose re-replication activation, usual class: activators. 340,000 compounds, 1.8% hits; also: potency is read from the fitted curve at half-maximal effect; % of control where 0% means no effect; nearly all actives have a fitted effect of over 55% in size
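250 cells/well; 23 nL cpd via pin tool; 48 hr, 37 C, 5% CO2; Hoechst 40 min; imager read of total nuclear intensity, ex 405/em 500-530 nm.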
The depositor's hits bear a star; ? = inconclusive; / = not tested or not shown; [ ] = another dose, or the depositor's remark. Unless noted, calls follow the shape of the dose curve; as a rule, active = well fitted curve in the direction sought with a large enough effect; inconclusive = small, poorly fitted or top-dose-only effect, or another doubt; inactive = no such curve, though single readings can be large; an effect the other way counts as inactive or inconclusive.

canonical_smiles,GLP1R cytotox,DRD3 agonist,KB-3-1 tox,IL-1B inflam inh,MCF10A rerep,HT1080 IDH1KD tx,KB-V1 cytotox,HT1080-NT tox,SW480 rereplic
CCOc1ccccc1OCCCC(=O)N1CCN(S(=O)(=O)c2cccc(F)c2)CC1,-11%,-2,6%,3,13%,23%,6.5µM*,?,1%
CC(=O)NS(=O)(=O)c1ccc(NC(=O)C(C)NS(=O)(=O)/C=C/c2ccccc2)cc1 (stereo unspecified),0%,1,0%,-5,8%,0%,0%,0%,5%
S=c1[nH]cc(-c2ccccc2)n1-c1cccc(Cl)c1,-9%,-6,-2%,-4,21%,0%,?,-2%,-4%
CCc1nn(Cc2cccc(F)c2)c(=O)c2cc3cc(C)ccc3n12,-3%,5,-4%,/,/,/,0%,/,/
Cc1cc(C)nc(NC2=NCCN2C(=O)NC2CCCCC2)n1,0%,-5,-9%,16,1%,6%,0%,7%,0%
CCc1cccc2c(-c3ccccc3)nc(SCC(=O)Nc3ccc(OC)cc3)nc12,0%,-5,14%,/,/,/,23%,/,/
CCCCc1cc(=O)oc2cc(OS(C)(=O)=O)ccc12,0%,3,-2%,21,17%,2%,-10%,5%,-74%[inhibitor]
COc1cc(-c2cc(-c3ccc(N)cc3)[nH]c(=O)c2C#N)cc(OC)c1OC,124%[activator],1,23%,-11,0%,-23%,3%,-19%,?
Cc1ccnc(N/N=C/c2ccccc2)n1,6%,9,-4%,-15,2%,-10%,6%,-18%,-4%
CCc1cc(/C(Cc2ccc3ccccc3n2)=N\O)c(O)cc1O,9%,10,-20%,-101*,13%,-8%,?,-10%,-6%

Next results:
canonical_smiles,GLP1R cytotox,DRD3 agonist,KB-3-1 tox,IL-1B inflam inh,MCF10A rerep,HT1080 IDH1KD tx,KB-V1 cytotox,HT1080-NT tox,SW480 rereplic
COc1cc(C(=O)NCC(=O)OCC(=O)Nc2nnc(-c3ccccc3)o2)cc(OC)c1OC,-5%,1,-15%,-4,-2%,0%,2%,-1%,2%
CCOc1ccc(C(=O)CCN2CCCCCC2)cc1,?,-11,?,?,3.3µM*,?,-14%,?,?
CCOC(=O)c1noc2ncn(CC(=O)Nc3ccc(OC)c(Cl)c3)c(=O)c12,1%,-5,3%,/,/,/,-2%,/,/
CC(=O)N1[C@H](Cc2ccccc2)C=C[C@]1(C)C(=O)NCc1ccc(C)o1,6%,-12,0%,-3,7%,-3%,-6%,-4%,-4%
Cc1csc2c(N3CCN(C(=S)Nc4ccc(F)cc4F)CC3)ncnc12,-6%,19,-4%,-30,9%,-17%,-16%,?,-1%
O=C(Cn1cnc2c(nnn2Cc2ccc(Cl)cc2)c1=O)N1CCCc2ccccc21,-12%,-8,3%,7,12%,3%,-26%,16%,0%
O=C(CCc1nnc(CCCc2ccccc2)o1)NC(C1CC1)C1CC1,2%,-5,-2%,-25,0%,13%,?,9%,0%
Cc1ccc2nc(-c3ccc(NC(=O)CN4C(=O)c5ccccc5C4=O)cc3)sc2c1,-12%,2,1%,33,16µM*,18%,?,2%,21µM*
CCOC(=O)c1cc(NC(=O)NC2CCCCC2)c(C)nc1C,11%,-10,10%,16,-2%,24%,?,29%,-7%
C=CCn1c(SCC(=O)Nc2c(C)cccc2C)nnc1-c1cnccn1,-6%,-4,-19%,0,-1%,-14%,-5%,2%,-17%

Next records follow.
canonical_smiles,GLP1R cytotox,DRD3 agonist,KB-3-1 tox,IL-1B inflam inh,MCF10A rerep,HT1080 IDH1KD tx,KB-V1 cytotox,HT1080-NT tox,SW480 rereplic
Cc1ccc(C2C(C#N)=C(N)Oc3c2c(=O)n(C)c(=O)n3C)cc1 (stereo unspecified),2%,-2,2%,-8,1%,-1%,1%,-2%,-7%
O=C(c1ccc(Cl)cc1)c1ccc(OCC(O)CN2CCOCC2)cc1 (stereo unspecified),10%,3,-16%,-4,28%,-4%,-22%,0%,-5%
COc1ccccc1-c1noc(-c2ccc(NC3CCCCC3)c([N+](=O)[O-])c2)n1,5%,-3,-2%,/,/,/,7%,/,/
Cc1ccc(C(C(=O)NC2CCCC2)N2CCCC(C)C2)cc1 (stereo unspecified),-3%,1,-2%,10,-1%,5%,-12%,0%,-3%
O=C(NC1CCCc2c1cnn2-c1ccccc1F)c1ccncc1 (stereo unspecified),-2%,11,?,23,/,-23%,?,-1%,/
COc1ccc(CCNC(=O)Nc2nc(C(N)Cc3ccccc3)cs2)cc1OC (stereo unspecified),2%,-6,-1%,?,/,?,4%,?,/
CCOc1ccc2nc(C)cc(Nc3cccc([N+](=O)[O-])c3)c2c1,?,-8,-6%,-118*,18µM*,18µM*,15µM*,-28%,?
Cc1ccc(S(=O)(=O)/N=C(\Nc2cc(C)on2)c2ccc(Cl)cc2)cc1,10%,-11,15%,6,6%,5%,0%,0%,?
CCCCC(=O)Nc1ccc2c(c1)OCCO2,8%,-7,-1%,5,-6%,15%,3%,14%,-4%
CC1CCCC/C1=N\Nc1ccc(S(N)(=O)=O)cc1[N+](=O)[O-] (stereo unspecified),-23%,0,1%,8,5%,8%,-5%,15%,-1%

More structures follow.
canonical_smiles,GLP1R cytotox,DRD3 agonist,KB-3-1 tox,IL-1B inflam inh,MCF10A rerep,HT1080 IDH1KD tx,KB-V1 cytotox,HT1080-NT tox,SW480 rereplic
Cc1ccc(C(=O)NC(=S)Nc2ccc(-c3ccc(CO)o3)cc2)cc1,-5%,61*,3%,0,15%,-8%,0%,0%,0%
COc1ccc(S(=O)(=O)Nc2ccc(N3CCOCC3)nc2)cc1,5%,-11,-5%,14,?,-8%,-15%,1%,?
Cn1c(N)c(C(=O)COC(=O)/C=C/c2cccc(C(F)(F)F)c2)c(=O)n(C)c1=O,23%,6,0%,-6,6%,2%,-2%,0%,1%
Cc1c(Cl)cccc1NC(=O)Nn1cnnc1,4%,-6,13%,-3,1%,8%,?,23%,-8%
CC1(C)OC(=O)C2=C(C[C@@H](C3CC3)O[C@H]2CCc2cccc(Cl)c2)O1,21%,1,11%,25,/,-15%,-17%,-22%,/
Cn1c(=O)c2c(c3ccccc31)OC(=O)CC2c1ccc(C(F)(F)F)cc1 (stereo unspecified),-9%,-1,5%,/,/,/,15%,/,/
O=C(O)C1C2C=CC(C2)C1C(=O)NCCCc1ccccc1 (stereo unspecified),9%,4,-3%,1,-5%,0%,-13%,3%,-1%
CCn1c(SCC(=O)N/N=C/c2ccc(C)o2)nnc1-c1ccc(C(C)(C)C)cc1,-13%,4,-15%,7,?,-20%,-3%,-13%,-1%
CC(C)(C)N=Cc1cc(-c2ccccc2)sc1O,-12%,0,-2%,?,14%,-19%,-5%,-12%,0%
O=C(Nc1nnc(C(F)(F)F)s1)C1COc2ccccc2O1 (stereo unspecified),-21%,2,?,?,14%,23µM*,?,?,-4%

Next part
canonical_smiles,GLP1R cytotox,DRD3 agonist,KB-3-1 tox,IL-1B inflam inh,MCF10A rerep,HT1080 IDH1KD tx,KB-V1 cytotox,HT1080-NT tox,SW480 rereplic
COc1ccc(S(=O)(=O)N2CCCCC2c2cc(C(=O)NCc3ccccc3)no2)cc1 (stereo unspecified),12%,-7,-1%,?,/,-1%,-1%,-11%,/
CSCCC(NC(=O)c1ccco1)C(=O)OCC(=O)N(Cc1ccccc1)C(C)(C)C (stereo unspecified),-14%,5,-10%,8,8%,8%,1%,2%,-3%
O=C(CCn1c(=O)[nH]c2ccccc2c1=O)N1CC=C(c2ccccc2)CC1,-5%,-4,0%,3,0%,10%,?,18%,-2%
COCCNC(=O)C1(C)CCCN(Cc2cc3ccccc3o2)C1 (stereo unspecified),3%,-7,3%,22,/,6%,?,4%,/
C=CCc1cc(Cl)ccc1OCCNCCCOC,?,-25,12%,?,2%,5%,?,-11%,-5%
COc1ccccc1NC(=O)C(C)n1cnc2c(oc3nc4c(cc32)CCCC4)c1=O (stereo unspecified),-1%,0,-2%,-10,0%,6%,-4%,14%,-22%
CCOc1ccccc1N(C)C(=O)Cn1ncc2c([nH]c3ccccc32)c1=O,-19%,1,-2%,-7,14%,?,?,?,2%
COc1ccc(-c2[nH]ncc2Oc2ccccc2OC)c(O)c1,?,20,-10%,14,20%,?,?,?,2%
Cc1nc([N+](=O)[O-])c(Sc2nc3ccccc3[nH]2)n1Cc1ccccc1,?,-5,-2%,-105*,?,6%,-3%,12%,?
C/C(=N\NC(=O)CC1N=C(Cc2ccccc2)NNC1=O)c1ccc(Cl)cc1Cl (stereo unspecified),-15%,3,?,8,?,-11%,13%,-3%,1%

Carrying on.
canonical_smiles,GLP1R cytotox,DRD3 agonist,KB-3-1 tox,IL-1B inflam inh,MCF10A rerep,HT1080 IDH1KD tx,KB-V1 cytotox,HT1080-NT tox,SW480 rereplic
N#CCCN(C(=O)COC(=O)CCC(=O)c1ccc(F)cc1)c1ccccc1,2%,6,-1%,21,-8%,0%,19%,-2%,-12%
Cc1cc2cc(CN(CCN(C)C)C(=S)NCc3ccco3)c(=O)[nH]c2cc1C,-8%,-11,0%,-80*,21%,?,-4%,?,12%
O=C(Cn1cnc2c(NCc3ccccc3)ncnc21)NCc1ccc2c(c1)OCO2,-14%,-13,0%,12,?,-3%,0%,?,?
O=C1C=C(c2ccccc2)C(O)(c2ccccc2)C1 (stereo unspecified),0%,9,11%,29,0%,2%[9.24 µM],-2%,-2%,-6%
Cc1ccc(S(=O)(=O)c2nc(-c3ccccc3)oc2NCc2cccnc2)cc1,-21%,7,-17%,?,-5%,?,-2%,-29%,15%
CCCN(Cc1cccs1)C(=O)Nc1ccc(Br)cc1F,0%,-14,2%,/,/,/,?,/,/

Rows were taken by chance; overall some 11% were active at least once.
